Hck Nef HTS: inhibitors of Nef-activated human Hck kinase, primary screen, biochemical, Z-Lyte FRET, 384-well, Hck-YEEI | Tyrosine-protein kinase HCK (Homo sapiens), P08631 | Recombinant Hck-YEEI plus Nef, Z-Lyte FRET kinase assay | inhibition, % at 20 µM | 220,000 tested, 0.68% active | AID 463187, 2010;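 active means Hck-Nef kinase inhibition above about 50%, limit read from the data; inactive means inhibition below that limit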;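 further: 0% = DMSO with Hck plus Nef and 100% = Hck alone without Nef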
hK5 inh: human KLK5 protease inhibitors, primary screen, biochemical, 1536-well. 210,000 tested, 0.59% active. inhibition, % at 5 µM. AID 873, 2007. Kallikrein-5 (Homo sapiens), Q9Y337. recombinant hK5, fluorogenic AMC substrate cleavage;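 active means inhibition of 40% or more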;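 further: 0% = enzyme controls without compound and 100% = no-enzyme blanks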
Target sequence (Q9Y337 67-293 limits assumed): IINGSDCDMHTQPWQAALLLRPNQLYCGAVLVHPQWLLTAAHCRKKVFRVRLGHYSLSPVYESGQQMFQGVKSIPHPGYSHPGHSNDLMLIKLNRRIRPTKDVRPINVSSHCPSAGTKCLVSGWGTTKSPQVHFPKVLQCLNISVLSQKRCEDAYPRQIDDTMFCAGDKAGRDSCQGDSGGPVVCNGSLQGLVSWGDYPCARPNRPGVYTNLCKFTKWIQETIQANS
Rad51 HR inh: human RAD51 strand exchange inhibitors, primary screen, biochemical, fluorescence; DNA repair protein RAD51 homolog 1 (Homo sapiens), Q06609; hRad51 DNA strand exchange, fluorescence dequenching; 200,000 tested, 0.085% active; AID 1385, 2008; inhibition, % at 10 µM;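 active means inhibition above 40% at the single screening dose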;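 further: 0% = DMSO control wells and 100% = blanks with heterologous ssDNA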
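System: hRad51 filaments on single-stranded DNA; reagent: Fluorescein- and BHQ1-tagged 47-mer duplex; compound dosing: one concentration, 10 µM final; timing: filaments 15 min 37 °C, then compound 30 min; measured by: fluorescein emission 520 nm, excitation 485 nm; benchmarks: per-plate controls and blanks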
Thrombin inh: human alpha-thrombin inhibitors, primary screen, counter-screen for coagulation protease inhibitor project, biochemical, 1536-well, fluorogenic AMC substrate | Prothrombin (Homo sapiens), P00734 | inhibition, % at 5 µM | Boc-VPR-AMC fluorogenic substrate cleavage | 220,000 tested, 0.26% active;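 active means inhibition at or above 40%; inactive means inhibition below 40%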;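 further: 0% = enzyme with no compound and 100% = wells without enzyme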
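Material: human alpha-thrombin protein. Incubation: reaction at ambient temperature. Technique: fluorescence of released AMC, ex 355 nm, em 460 nm. Control set: no-compound enzyme wells and no-enzyme blanks. Also added: Boc-VPR-AMC substrate, 15 µM final. Buffer or medium: pH 7.5 Tris (50 mM) with NaCl 150 mM, Tween 20 0.05%.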
TNF death inh: inhibitors of TNF-alpha triggered necroptosis, primary screen, cell-based, Jurkat FADD-/-, single concentration | Jurkat FADD-/- TNF necroptosis rescue, ATP luminescence, 24 h; 0 = TNF only, 100 = no-TNF cells | activation (protection from cell death), % at 10 µM | 220,000 tested, 0.068% active | AID 463075, 2010;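 active means activation, meaning protection from cell death, of at least 50% relative to plate controls; inactive means activation below 50%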;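 further: necroptosis triggered by 40 ng/mL TNF-alpha added together with compound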
KCC2 mod: KCC2 cotransporter modulators, thallium flux, primary screen, cell-based, HEK293 KCC2, FluoZin-2 fluorescence, MLSMR | KCC2 cells, thallium flux FluoZin-2 fluorescence | B-score of Tl+ flux slope (higher = more flux/activation; lower = inhibition) at 10 µM | AID 1456, 2008 | 190,000 tested, 2.2% active | Solute carrier family 12 member 5 (Homo sapiens), Q9H2X9;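 active means thallium flux slope and its plate-corrected score both differing from the plate sample mean at a set confidence after two filtering rounds, in either direction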;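 further: slope of fluorescence scaled to starting intensity during 10 to 20 s after thallium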
FXIIa inh: human FXIIa protease inhibitors, primary screen, biochemical, 1536-well | AID 800, 2007 | Coagulation factor XII (Homo sapiens), P00748 | 220,000 tested, 0.3% active | inhibition, % at 5 µM | purified FXIIa, Boc-QGR-AMC fluorogenic substrate, 2 h; in the data active means inhibition above about 40%;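 further: 0% = enzyme with no compound and 100% = blank without enzyme; many of its hits are not listed in these tables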
Target sequence (P00748 20-372 limits assumed): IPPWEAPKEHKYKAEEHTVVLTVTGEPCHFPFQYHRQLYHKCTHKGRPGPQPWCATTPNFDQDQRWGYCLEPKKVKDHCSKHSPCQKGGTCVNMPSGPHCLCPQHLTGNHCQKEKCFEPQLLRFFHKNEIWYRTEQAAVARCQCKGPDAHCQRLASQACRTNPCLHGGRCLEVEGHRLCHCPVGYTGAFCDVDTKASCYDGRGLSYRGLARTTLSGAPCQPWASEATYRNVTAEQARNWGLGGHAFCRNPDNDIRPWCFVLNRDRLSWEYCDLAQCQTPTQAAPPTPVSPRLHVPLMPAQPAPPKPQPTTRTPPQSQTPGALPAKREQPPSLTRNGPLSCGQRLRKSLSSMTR
Target sequence (P00748 373-615 limits assumed): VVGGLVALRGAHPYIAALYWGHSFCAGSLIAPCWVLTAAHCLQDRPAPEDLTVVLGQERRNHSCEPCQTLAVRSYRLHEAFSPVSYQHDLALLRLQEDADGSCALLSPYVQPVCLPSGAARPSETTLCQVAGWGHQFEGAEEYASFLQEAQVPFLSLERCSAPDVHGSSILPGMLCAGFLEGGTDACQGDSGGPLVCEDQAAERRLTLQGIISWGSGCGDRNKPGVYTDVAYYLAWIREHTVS
FXIa inh: human FXIa protease inhibitors, primary screen, biochemical, 1536-well. 220,000 tested, 0.14% active. purified FXIa, Boc-Glu-Ala-Arg-AMC fluorogenic substrate. AID 798, 2007. inhibition, % at 5 µM. Coagulation factor XI (Homo sapiens), P03951;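 active means inhibition of at least 40%; inactive means inhibition below 40%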;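 further: fluorescence of freed AMC excited at 355 nm; 0% = enzyme without compound and 100% = no enzyme blank; many of its hits are not listed in these tables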
zVAD death inh: inhibitors of zVAD-triggered necroptosis, primary screen, L929 cells. L929 zVAD necroptosis rescue, ATP luminescence, 24 h; with zVAD 60 µM. viability rescue, % at 10 µM. 220,000 tested, 0.38% active;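 active means activation, scaled between plate controls, above about 75%, limit read from the data; inactive means activation under that limit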;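 further: 0% = zVAD with DMSO and 100% = DMSO alone without zVAD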
* hit, by the source's call.

`COc1ccc(OCC(=O)Nc2ccc(S(=O)(=O)N3CCN(C)CC3)cc2)cc1` gave Hck Nef HTS 29, hK5 inh 2, Rad51 HR inh -8, Thrombin inh -8, TNF death inh 1.0, KCC2 mod 0.053, FXIIa inh 8, FXIa inh -1 and zVAD death inh 21.
For COCC(=O)Nc1cc(OC)cc(OC)c1 the results were Hck Nef HTS 1, hK5 inh -6, Rad51 HR inh 0, Thrombin inh 0, TNF death inh -0.3, FXIIa inh 4, FXIa inh -2 and zVAD death inh 0.0.
Cc1ccc(C2NNC(=O)C2NC(=O)c2ccccc2)cc1 (stereo not drawn) was read as Hck Nef HTS 3, hK5 inh 2, Rad51 HR inh 10, Thrombin inh 4, TNF death inh 0.0, KCC2 mod -0.0081, FXIIa inh 12, FXIa inh 14 and zVAD death inh 0.0.
`Cc1ccc(NC(NC(=O)c2cccs2)C(Cl)(Cl)Cl)cc1C` (stereo not drawn) gave Hck Nef HTS -3, hK5 inh -14, Rad51 HR inh -1, Thrombin inh -5, TNF death inh -1.0, KCC2 mod -1.4, FXIIa inh 13, FXIa inh 4 and zVAD death inh 0.1.
Screening CCOc1ccc(Cc2nc(-c3nonc3N)no2)cc1OCC returned Hck Nef HTS -5, hK5 inh 25, Thrombin inh 6, TNF death inh 2.1, KCC2 mod -0.18, FXIIa inh 11, FXIa inh 7 and zVAD death inh 1.2.
CCCN(CCC)CC(O)COc1ccc2c(c1)OCO2 (stereo not drawn) was read as Hck Nef HTS 19, hK5 inh -10, Rad51 HR inh 6, Thrombin inh -9, TNF death inh 1.6, KCC2 mod 0.18, FXIIa inh 1, FXIa inh -1 and zVAD death inh 1.7.
Screening COC(=O)CSc1nnc(-c2ccc(S(=O)(=O)NCc3ccccc3Cl)cc2)o1 returned Hck Nef HTS -2, hK5 inh -20, Rad51 HR inh 3, Thrombin inh -11, TNF death inh -0.9, FXIIa inh 9, FXIa inh 22 and zVAD death inh -0.1.
`COc1ccc(NC(=S)Nc2ccc(OC(F)F)cc2)cn1` gave Hck Nef HTS -3, hK5 inh 2, Rad51 HR inh 2, Thrombin inh -1, TNF death inh -0.1, KCC2 mod -0.061, FXIIa inh 10, FXIa inh 0 and zVAD death inh 2.6.
Screening COc1ccc(NC(=O)CCc2nc(-c3ccc(C)cc3)no2)cc1Cl returned Hck Nef HTS 0, hK5 inh 14, Rad51 HR inh 18, Thrombin inh -5, TNF death inh 0.3, KCC2 mod -0.41, FXIIa inh 10, FXIa inh -2 and zVAD death inh 0.4.
Fc1ccc(/C=N/NC(=S)Nc2cccnc2)cc1F was read as Hck Nef HTS 4, hK5 inh -5, Thrombin inh 0, TNF death inh 2.1, KCC2 mod 2.8, FXIIa inh -1, FXIa inh -2 and zVAD death inh 0.5.
Screening Cc1ccc(NS(=O)(=O)c2cccc(C(=O)O)c2)cc1S(=O)(=O)N1CCCCC1 returned Hck Nef HTS 5, hK5 inh -15, Rad51 HR inh -2, Thrombin inh 1, TNF death inh 2.0, KCC2 mod 0.28, FXIIa inh 13, FXIa inh 11 and zVAD death inh 1.5.
CCOC(=O)N1CCN(C(=S)Nc2cc(OC)c(OC)cc2C(=O)OC)CC1 was read as Hck Nef HTS -2, hK5 inh -7, Rad51 HR inh -8, Thrombin inh 3, TNF death inh -1.1, KCC2 mod -0.024, FXIIa inh 7, FXIa inh 6 and zVAD death inh -0.2.
For OCCC1CN(Cc2cccn2-c2cccnc2)CCN1CCc1ccccc1 (stereo not drawn) the results were Hck Nef HTS 20, hK5 inh 5, Rad51 HR inh -1, Thrombin inh -5, TNF death inh 1.0, KCC2 mod 0.75, FXIIa inh 11, FXIa inh -1 and zVAD death inh -0.8.
`O=C(CNS(=O)(=O)c1ccccc1)N/N=C\c1ccc(Cl)cc1` gave Hck Nef HTS 0, hK5 inh 2, Rad51 HR inh 4, Thrombin inh -9, TNF death inh 2.1, KCC2 mod -0.2, FXIIa inh 24, FXIa inh 16 and zVAD death inh 1.6.
`CCOc1ccccc1NC(=O)C1CCN(C(=O)NCc2ccccc2)CC1` gave Hck Nef HTS 13, hK5 inh 0, Rad51 HR inh -5, Thrombin inh -3, TNF death inh 3.6, KCC2 mod 0.038, FXIIa inh 9, FXIa inh -5 and zVAD death inh -0.6.
For CC(C)(C)CC(=O)NCCCCCCNC(=O)CC(C)(C)C the results were Hck Nef HTS 1, hK5 inh -12, Rad51 HR inh 4, Thrombin inh -4, TNF death inh 1.3, KCC2 mod 0.19, FXIIa inh 14, FXIa inh 8 and zVAD death inh 1.3.
For COc1ccc(-c2[nH]ncc2CN(C)Cc2c(C)n[nH]c2C)c(OC)c1 the results were Hck Nef HTS 22, hK5 inh -8, Rad51 HR inh -12, Thrombin inh 0, TNF death inh 1.4, KCC2 mod 0.15, FXIIa inh 2, FXIa inh 1 and zVAD death inh 0.7.
COc1ccc(CN2CCNC(=O)C2CC(=O)O)cc1OC (stereo not drawn) was read as Hck Nef HTS 6, hK5 inh -4, Rad51 HR inh -1, Thrombin inh 0, TNF death inh 0.7, FXIIa inh 13, FXIa inh -1 and zVAD death inh 0.5.
`COc1cc(/C=N/Nc2nnc3c(n2)[nH]c2ccccc23)ccc1O` gave Hck Nef HTS 2, hK5 inh -8, Rad51 HR inh -6, Thrombin inh -7, TNF death inh 1.1, KCC2 mod 0.21, FXIIa inh 4, FXIa inh 6 and zVAD death inh -0.4.
`COC(=O)c1c(O)cc(C(C)(C)C)n(-c2ccc(F)cc2)c1=O` gave Hck Nef HTS 3, hK5 inh -18, Rad51 HR inh 2, Thrombin inh -2, TNF death inh 1.1, KCC2 mod 1.4, FXIIa inh 8, FXIa inh 6 and zVAD death inh -0.7.
`CCCc1[nH]nc2c1C(c1ccc(OC)c(CSC3=NCCS3)c1)C(C#N)=C(N)O2` (stereo not drawn) gave Hck Nef HTS 4, hK5 inh -12, Rad51 HR inh -1, Thrombin inh 3, TNF death inh -4.6, KCC2 mod -0.084, FXIIa inh 9, FXIa inh 4 and zVAD death inh -0.2.
`O=C(O)COCC(=O)Nc1ccc(-n2cnnn2)cc1` gave Hck Nef HTS 2, hK5 inh -2, Rad51 HR inh -5, Thrombin inh -9, TNF death inh 0.1, KCC2 mod 0.81, FXIIa inh 3, FXIa inh 3 and zVAD death inh 0.8.
CC(C)N(C)S(=O)(=O)c1ccc(Cl)c(C(=O)O)c1 was read as Hck Nef HTS -4, hK5 inh 2, Rad51 HR inh -1, Thrombin inh 2, TNF death inh -0.7, KCC2 mod 0.059, FXIIa inh 7, FXIa inh -5 and zVAD death inh -0.5.
`O=C(Cc1ccccc1)N1CCCC(c2nc(-c3cccs3)no2)C1` (stereo not drawn) gave Hck Nef HTS 1, hK5 inh -5, Rad51 HR inh 0, Thrombin inh -1, TNF death inh 0.0, KCC2 mod -0.17, FXIIa inh 0, FXIa inh -10 and zVAD death inh 0.1.
Screening CCC(=O)Nc1cccc(C(=O)c2ccccc2)c1 returned Hck Nef HTS 7, hK5 inh -1, Rad51 HR inh -2, Thrombin inh 2, TNF death inh -0.3, KCC2 mod -0.91, FXIIa inh 16, FXIa inh 2 and zVAD death inh 0.6.
For C=CCn1c(CCNC(=O)c2cccs2)n[nH]c1=S the results were Hck Nef HTS 2, hK5 inh -23, Thrombin inh -5, TNF death inh 0.2, KCC2 mod -0.11, FXIIa inh 7, FXIa inh 5 and zVAD death inh -0.6.
Screening Cc1ccc2c(c1)N(CC(=O)Nc1ccc3c(c1)OCCO3)C(=O)CO2 returned Hck Nef HTS 0, hK5 inh 0, Rad51 HR inh 2, Thrombin inh -6, TNF death inh -0.2, KCC2 mod 1.1, FXIIa inh 2, FXIa inh 2 and zVAD death inh 0.1.
O=C(NNc1ccc(-c2csnn2)cc1)c1cc(Cl)cc(Cl)c1 was read as Hck Nef HTS 8, hK5 inh -3, Rad51 HR inh 14, Thrombin inh -7, TNF death inh -2.9, KCC2 mod 0.12, FXIIa inh -6, FXIa inh -3 and zVAD death inh 0.4.
CC(C)N=C(NC#N)SCc1ccc(Br)cc1 was read as Hck Nef HTS -4, hK5 inh -3, Rad51 HR inh 5, Thrombin inh -2, TNF death inh -2.5, KCC2 mod -0.95, FXIIa inh 3, FXIa inh 1 and zVAD death inh 0.4.
Screening CCOc1ccc(N2C(=O)CN(O)C=C3N=c4ccccc4=C32)cc1 returned Hck Nef HTS 6, hK5 inh 11, Thrombin inh -1, TNF death inh -1.3, KCC2 mod -0.41, FXIIa inh 5, FXIa inh 1 and zVAD death inh 0.3.
For Cc1ccc(NC(=O)CN2C(=O)C3CC=CCC3C2=O)cc1S(=O)(=O)N1CCOCC1 (stereo not drawn) the results were Hck Nef HTS -21, hK5 inh -4, Rad51 HR inh -2, Thrombin inh -9, TNF death inh 1.3, KCC2 mod 0.12, FXIIa inh -1, FXIa inh -5 and zVAD death inh -0.9.

Five successive entries already listed, quoted:
Screening Cc1ccc2c(c1)N(CC(=O)Nc1ccc3c(c1)OCCO3)C(=O)CO2 returned Hck Nef HTS 0, hK5 inh 0, Rad51 HR inh 2, Thrombin inh -6, TNF death inh -0.2, KCC2 mod 1.1, FXIIa inh 2, FXIa inh 2 and zVAD death inh 0.1.
O=C(NNc1ccc(-c2csnn2)cc1)c1cc(Cl)cc(Cl)c1 was read as Hck Nef HTS 8, hK5 inh -3, Rad51 HR inh 14, Thrombin inh -7, TNF death inh -2.9, KCC2 mod 0.12, FXIIa inh -6, FXIa inh -3 and zVAD death inh 0.4.
CC(C)N=C(NC#N)SCc1ccc(Br)cc1 was read as Hck Nef HTS -4, hK5 inh -3, Rad51 HR inh 5, Thrombin inh -2, TNF death inh -2.5, KCC2 mod -0.95, FXIIa inh 3, FXIa inh 1 and zVAD death inh 0.4.
Screening CCOc1ccc(N2C(=O)CN(O)C=C3N=c4ccccc4=C32)cc1 returned Hck Nef HTS 6, hK5 inh 11, Thrombin inh -1, TNF death inh -1.3, KCC2 mod -0.41, FXIIa inh 5, FXIa inh 1 and zVAD death inh 0.3.
For Cc1ccc(NC(=O)CN2C(=O)C3CC=CCC3C2=O)cc1S(=O)(=O)N1CCOCC1 (stereo not drawn) the results were Hck Nef HTS -21, hK5 inh -4, Rad51 HR inh -2, Thrombin inh -9, TNF death inh 1.3, KCC2 mod 0.12, FXIIa inh -1, FXIa inh -5 and zVAD death inh -0.9.

Source: PubChem BioAssay (several laboratories)

This is a subset (hit frequency here may not be typical).
